High-throughput results: PubChem BioAssay, The Scripps Research Institute Molecular Screening Center
procasp7 counter: counter-screen: procaspase-7 (human) activation; 0.093% of 330,000 active; recombinant procaspase-7, Ac-DEVD-pNA absorbance 405 nm; D23A/D198A/D206A triple mutant, cannot self-cleave; scale: DMSO 0, 5 µM enzyme 100; P55210; activation, % at 8.5 µM;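 active = percent activation above the screen-wide mean plus 3 SD, cut at about 25% in these data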
Target sequence (P55210 whole entry D23A/D198A/D206A): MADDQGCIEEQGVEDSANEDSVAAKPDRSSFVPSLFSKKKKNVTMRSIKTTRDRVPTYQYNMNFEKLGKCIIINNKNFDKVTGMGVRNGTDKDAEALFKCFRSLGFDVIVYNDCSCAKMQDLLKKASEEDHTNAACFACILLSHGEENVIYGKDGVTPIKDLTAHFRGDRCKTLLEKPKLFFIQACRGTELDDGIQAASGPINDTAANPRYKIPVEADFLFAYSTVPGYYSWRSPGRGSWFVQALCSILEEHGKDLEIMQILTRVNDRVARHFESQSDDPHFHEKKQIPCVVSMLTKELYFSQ
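Test system: Procaspase-7 triple mutant (PC-7 D3A). Also added: Ac-DEVD-pNA substrate, 400 µM as added. Schedule: 1 h enzyme–compound preincubation and 2 h substrate reaction, both 25 °C. Signal: p-Nitroaniline absorbance at 405 nm, read at 0 and 120 min. Control set: low DMSO alone, high DMSO plus 5 µM PC-7.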
TPT1 inh: blocks Candida albicans tRNA 2'-phosphotransferase; recombinant caTPT1, FP RNA substrate dephosphorylation; inhibition, % at 5 µM; 0.81% of 300,000 active; AID 1962;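 active = inhibition above the mean of all tested compounds plus 3 SD, set per screening campaign, cut at about 24% in these data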;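 also: plate controls were DMSO alone for no effect and ferristatin control at 100 nM for full effect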
proCasp3 act: activators of human procaspase-3; activation, % at 8.5 µM; AID 463141; 0.11% of 330,000 active; recombinant procaspase-3 D3A, Ac-DEVD-pNA absorbance 405 nm;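 active = activation above the mean of all tested compounds plus 3 SD, cut at about 21% in these data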;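 also: 0% = DMSO alone and 100% = DMSO wells spiked with extra 5 µM PC-3 D3A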
Target sequence (P42574 whole entry D9A/D28A/D175A): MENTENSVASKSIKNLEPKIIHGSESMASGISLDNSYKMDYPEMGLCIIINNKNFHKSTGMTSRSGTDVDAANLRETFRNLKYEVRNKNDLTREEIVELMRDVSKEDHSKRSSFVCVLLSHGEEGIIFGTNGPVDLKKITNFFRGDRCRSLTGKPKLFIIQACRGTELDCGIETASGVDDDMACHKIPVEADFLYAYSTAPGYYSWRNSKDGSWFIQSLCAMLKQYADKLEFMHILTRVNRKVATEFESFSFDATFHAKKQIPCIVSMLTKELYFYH
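Assay system: Autoprocessing-dead procaspase-3 D3A mutant enzyme; also added: Ac-DEVD-pNA; doses: one concentration, 8.5 µM nominal, 0.8% DMSO; times: 1 h compound preincubation, 2 h substrate hydrolysis at 25 °C; technique: 405 nm absorbance of p-nitroaniline, reads at 0 and 120 min; measure: % activation between DMSO and enzyme-spiked controls; repeats: single replicate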
CTSL1 counter: blocks F. hepatica cathepsin L1 in PFM18AAP counter-screen; inhibition, % at 5.96 µM; 0.49% of 300,000 active; AID 1906; recombinant F. hepatica cathepsin L1, Z-Leu-Arg-MCA fluorescence;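 active = inhibition above the mean of all tested compounds plus 3 SD, set per screening campaign, cut at about 17% in these data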;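 also: 0% = plate median of test compound wells and 100% = 1 µM Z-Phe-Ala-diazomethylketone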
PP1 counter: PP1-alpha (human) inhibition in PP5 counter-screen. 0.9% of 320,000 active. purified PP1alpha, OMFP fluorescence. inhibition, % at 6.7 µM;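 active = inhibition above the mean inhibition of all tested compounds plus 3 SD, computed separately for each screening campaign, cut at about 15% in these data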
Target sequence (P62136 whole entry, looked up): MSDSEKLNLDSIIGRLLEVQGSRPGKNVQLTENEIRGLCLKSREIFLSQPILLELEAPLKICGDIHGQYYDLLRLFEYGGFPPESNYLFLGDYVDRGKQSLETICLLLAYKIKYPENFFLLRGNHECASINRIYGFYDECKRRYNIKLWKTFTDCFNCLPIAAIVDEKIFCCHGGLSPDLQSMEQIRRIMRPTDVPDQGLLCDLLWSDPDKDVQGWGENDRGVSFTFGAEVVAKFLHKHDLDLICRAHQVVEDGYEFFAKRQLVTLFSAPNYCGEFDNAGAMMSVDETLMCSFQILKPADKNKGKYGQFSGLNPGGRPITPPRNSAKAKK
PAFAH2 inh: PAFAH2 (human) inhibition; Q99487; recombinant PAFAH2, FP-rhodamine activity probe, fluorescence polarization; inhibition, % at 3.39 µM; 0.99% of 340,000 active; AID 492956;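 active = inhibition above the mean over all tested compounds plus 3 SD, cut at about 30% in these data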;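 also: inhibitors block probe labeling of enzyme so polarization drops; 0% = enzyme with DMSO and 100% = wells lacking PAFAH2 protein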
core dimer inh: blocks dimerization of HCV core protein; TR-FRET GST/Flag-core106 dimerization, 1536-well; inhibition, % at 5 µM; 0.33% of 300,000 active; AID 1899;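 active = inhibition above the mean of all tested compounds plus 3 SD, set per screening campaign, cut at about 45% in these data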
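assay system = GST-tagged and Flag-tagged HCV core protein residues 1-106 | controls = unlabelled core106 and no-GST-core106 wells | incubation = compound-protein-antibody incubation 4 h at 22.5 °C | probe or stimulus = Eu donor and XL665 acceptor anti-tag antibodies | read-out = % inhibition based on acceptor/donor emission ratio | signal = TR-FRET 671 and 617 nm emission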
PP5 primary: inhibitors of human protein phosphatase 5 (PP5) | P53041 | purified PP5c, OMFP substrate fluorescence | inhibition, % at 6.7 µM | 0.18% of 320,000 active | AID 1987;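 active = inhibition above the campaign's mean inhibition across all tested compounds plus 3 SD, cut at about 9.5% in these data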;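 also: 0% = DMSO only and 100% = 100 µM cantharidin control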
AHR act: activates the human aryl hydrocarbon receptor | P35869 | AHR-responsive luciferase reporter cells, luminescence | activation, % at 5 µM | 2.5% of 320,000 active | AID 2796; in the data active = activation above about 47%;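 also: 0% = vehicle wells and 100% = reference agonist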
* hit, by the source's call.

How did O=C(c1ccc(F)cc1)C1CCN(Cc2cn[nH]c2-c2ccc(F)cc2)CC1 do in these assays?
procasp7 counter: 6; TPT1 inh: 6; proCasp3 act: 2; CTSL1 counter: -1; PP1 counter: 0; PAFAH2 inh: 1; core dimer inh: 0; PP5 primary: 3.1; AHR act: 1

How did Cc1cc(NS(=O)(=O)c2ccc(NC(=O)c3cc4ccccc4o3)cc2)nc(C)n1 do in these assays?
procasp7 counter: -1; TPT1 inh: 2; proCasp3 act: 8; CTSL1 counter: 0; PP1 counter: -2; PAFAH2 inh: 5; core dimer inh: 11; PP5 primary: 3.9; AHR act: -1

Results for O=C(Cn1cnc([N+](=O)[O-])n1)NCCc1ccccc1 ?
procasp7 counter: 3; TPT1 inh: -2; proCasp3 act: 1; CTSL1 counter: 3; PP1 counter: -2; core dimer inh: -3; PP5 primary: -0.2; AHR act: 0

How did COc1cccc(CNC(=O)C2CCN(S(=O)(=O)c3ccccc3)CC2)c1 do in these assays?
procasp7 counter: 8; TPT1 inh: 1; proCasp3 act: -1; CTSL1 counter: -2; PP1 counter: -5; PAFAH2 inh: 9; core dimer inh: -1; PP5 primary: 12*; AHR act: 0

How did NNC(=O)c1csc(-c2ccc(C(F)(F)F)cc2Cl)n1 do in these assays?
procasp7 counter: -3; TPT1 inh: -2; proCasp3 act: -1; CTSL1 counter: 2; PP1 counter: -1; PAFAH2 inh: -2; core dimer inh: -3; PP5 primary: 3.3; AHR act: 30

What do the screens show for `C=CCNC(=O)C1CCN(c2nc(C)cc(-c3ccccc3)n2)CC1`?
procasp7 counter: 7; TPT1 inh: 0; proCasp3 act: 8; CTSL1 counter: 1; PP1 counter: -7; PAFAH2 inh: -1; core dimer inh: 2; PP5 primary: -1.4; AHR act: 16

What do the screens show for `COc1ccccc1NC(=O)CSc1ccc(-c2cccs2)nn1`?
procasp7 counter: -1; TPT1 inh: 1; proCasp3 act: -12; CTSL1 counter: 2; PP1 counter: 3; PAFAH2 inh: 4; core dimer inh: 11; PP5 primary: 1.3; AHR act: 4

How did CCN(C(=O)COC(=O)c1c2c(nc3ccccc13)/C(=C/c1ccccc1)CC(C)C2)C1CCS(=O)(=O)C1 (stereo not given) do in these assays?
procasp7 counter: 6; TPT1 inh: -1; proCasp3 act: -5; CTSL1 counter: 5; PP1 counter: 0; PAFAH2 inh: -6; core dimer inh: 6; PP5 primary: 0.7; AHR act: 13

What do the screens show for `CCOc1ccc(-n2c(C)c(C(C)=O)c3cc(O)ccc32)cc1`?
procasp7 counter: -14; TPT1 inh: -3; proCasp3 act: 3; CTSL1 counter: -2; PP1 counter: 1; PAFAH2 inh: -1; core dimer inh: -47; PP5 primary: -0.6; AHR act: 6

How did COC(=O)C1CCN(CC(=O)Nc2sc3c(c2C#N)CCC3)CC1 do in these assays?
procasp7 counter: 7; TPT1 inh: 3; proCasp3 act: -2; CTSL1 counter: -1; PP1 counter: 0; PAFAH2 inh: 6; core dimer inh: 29; PP5 primary: 2.7; AHR act: 2

What do the screens show for `Clc1ccc(/C=C/c2nc3ccccc3[nH]2)cc1`?
procasp7 counter: 11; TPT1 inh: 1; proCasp3 act: 7; CTSL1 counter: -3; PP1 counter: 0; PAFAH2 inh: -9; core dimer inh: 1; PP5 primary: 3.1; AHR act: -16

Results for O=C(c1cc2cc(Br)ccc2oc1=O)N1CCN(c2ccccn2)CC1 ?
procasp7 counter: 4; TPT1 inh: 2; proCasp3 act: 8; CTSL1 counter: -2; PP1 counter: 0; PAFAH2 inh: 2; core dimer inh: 0; PP5 primary: 2.3; AHR act: -2

How did CSc1nc(Nc2ccc(Cl)cc2)c(C#N)c(=O)[nH]1 do in these assays?
procasp7 counter: -4; TPT1 inh: -4; proCasp3 act: 4; CTSL1 counter: 0; PP1 counter: 0; PAFAH2 inh: 7; core dimer inh: 6; PP5 primary: 1.1; AHR act: 8

How did O=C1CCCN1CCCNC(=S)Nc1ccc(F)cc1 do in these assays?
procasp7 counter: 7; TPT1 inh: 2; proCasp3 act: -7; CTSL1 counter: -3; PP1 counter: -3; PAFAH2 inh: -6; core dimer inh: 4; PP5 primary: 1.4; AHR act: 4

How did CCC1CCCCN1Cc1nc2c(c(=O)n(C)c(=O)n2C)n1CCC(C)C (stereo not given) do in these assays?
procasp7 counter: 6; TPT1 inh: 0; proCasp3 act: 4; CTSL1 counter: 0; PP1 counter: -4; PAFAH2 inh: 2; core dimer inh: 3; PP5 primary: 1.9; AHR act: -1

How did Cc1nnc(N2C(=O)C(=O)/C(=C(/O)c3ccc4c(c3)OCCO4)C2c2ccc(F)cc2)s1 (stereo not given) do in these assays?
procasp7 counter: -2; TPT1 inh: -2; proCasp3 act: -7; CTSL1 counter: 2; PP1 counter: -1; PAFAH2 inh: -2; core dimer inh: -2; PP5 primary: -1.5; AHR act: 7

What do the screens show for `COCCCn1c(SCC(=O)NCc2ccccc2)nc2ccccc2c1=O`?
procasp7 counter: 10; TPT1 inh: 3; proCasp3 act: 6; CTSL1 counter: 2; PP1 counter: 3; PAFAH2 inh: -5; core dimer inh: 1; PP5 primary: -0.7; AHR act: -1

How did Cc1ccccc1CN1CCN(S(=O)(=O)c2ccc(F)cc2)CC1 do in these assays?
procasp7 counter: 4; TPT1 inh: -2; proCasp3 act: 11; CTSL1 counter: -1; PP1 counter: 6; PAFAH2 inh: -3; core dimer inh: 1; PP5 primary: 2.9; AHR act: 1

Results for COc1ccc(Cl)cc1C(=O)Nc1ccncc1 ?
procasp7 counter: 2; TPT1 inh: -1; proCasp3 act: 0; CTSL1 counter: 3; PP1 counter: -4; PAFAH2 inh: 0; core dimer inh: -1; PP5 primary: -1.9; AHR act: -2

What do the screens show for `O=C(/C=C/c1ccco1)NCCc1ccccc1`?
procasp7 counter: 1; TPT1 inh: 0; proCasp3 act: 1; CTSL1 counter: 5; PP1 counter: 1; PAFAH2 inh: -4; core dimer inh: -3; PP5 primary: 2.5; AHR act: 11

How did COc1ccc(Cl)cc1NS(=O)(=O)c1c(C)nc2sccn2c1=O do in these assays?
procasp7 counter: 6; TPT1 inh: -4; proCasp3 act: 0; CTSL1 counter: 4; PP1 counter: -2; PAFAH2 inh: 4; core dimer inh: 1; PP5 primary: 1.9; AHR act: 7

Results for COc1ccc(C2C(C#N)=C(N)Oc3c2c(C)nn3-c2ccccc2)cc1Cn1nc(C)c([N+](=O)[O-])c1C (stereo not given) ?
procasp7 counter: -5; TPT1 inh: 0; proCasp3 act: -4; CTSL1 counter: 3; PP1 counter: 1; PAFAH2 inh: 4; core dimer inh: 30; PP5 primary: 0.6; AHR act: 9

Results for CCS(=O)(=O)Nc1cccc(C(=O)O)c1 ?
procasp7 counter: 8; TPT1 inh: 1; proCasp3 act: 2; CTSL1 counter: -4; PP1 counter: -3; core dimer inh: 0; PP5 primary: -0.3; AHR act: 0

How did CSCC[C@H](NC(=O)Nc1cccc(C(F)(F)F)c1)C(=O)O do in these assays?
procasp7 counter: 5; TPT1 inh: 0; proCasp3 act: 3; CTSL1 counter: -1; PP1 counter: -3; PAFAH2 inh: 10; core dimer inh: -5; PP5 primary: 0.4; AHR act: -2

How did Nc1cc(=O)[nH]c(SCc2ccccc2Cl)n1 do in these assays?
procasp7 counter: 15; TPT1 inh: 0; proCasp3 act: 0; CTSL1 counter: 2; PP1 counter: -2; PAFAH2 inh: 2; core dimer inh: -8; PP5 primary: 0.7; AHR act: 2

Results for CC1(C)Cc2c(sc(NC(=O)C(=O)N3CCCC3)c2C#N)CO1 ?
procasp7 counter: -5; TPT1 inh: -3; proCasp3 act: -2; CTSL1 counter: 1; PP1 counter: 1; PAFAH2 inh: -11; core dimer inh: -5; PP5 primary: -1.0; AHR act: 2

How did NC(CCC(=O)O)C12CC3CC(CC(C3)C1)C2 (stereo not given) do in these assays?
procasp7 counter: 4; TPT1 inh: 3; proCasp3 act: -9; CTSL1 counter: -2; PP1 counter: -2; PAFAH2 inh: -9; core dimer inh: -3; PP5 primary: 1.9; AHR act: -2

How did CCn1c(SCC(=O)N/N=C/C=C/c2ccco2)nnc1-c1ccccc1 do in these assays?
procasp7 counter: -2; TPT1 inh: -3; proCasp3 act: -2; CTSL1 counter: 0; PP1 counter: 3; PAFAH2 inh: -2; core dimer inh: -3; PP5 primary: -1.3; AHR act: -1

Results for COc1cc(C(=O)OCCN2CCCCC2)ccc1O ?
procasp7 counter: -3; TPT1 inh: 0; proCasp3 act: -2; CTSL1 counter: -5; PP1 counter: 4; PAFAH2 inh: 1; core dimer inh: -1; PP5 primary: 3.2; AHR act: -4

How did CC1CCN(CC(=O)NC2CCCCC2)CC1 do in these assays?
procasp7 counter: 0; TPT1 inh: -7; proCasp3 act: 4; CTSL1 counter: 7; PP1 counter: 2; PAFAH2 inh: -5; core dimer inh: -13; PP5 primary: -6.4; AHR act: 0

How did Cc1ccc(NC(=O)Cn2c3ccc(F)cc3c3nc4n(c(=O)c32)CCS4)cc1F do in these assays?
procasp7 counter: -2; TPT1 inh: 2; proCasp3 act: -3; CTSL1 counter: -4; PP1 counter: 1; PAFAH2 inh: -15; core dimer inh: 6; PP5 primary: 2.6; AHR act: 1

Results for CCOc1ncccc1C(=O)Nc1nnc(C)s1 ?
procasp7 counter: 10; TPT1 inh: -4; proCasp3 act: 2; CTSL1 counter: 6; PP1 counter: 2; PAFAH2 inh: 7; core dimer inh: -1; PP5 primary: -0.3; AHR act: -3

Fetched one by one from the list above, four records:
Results for CCOc1ncccc1C(=O)Nc1nnc(C)s1 ?
procasp7 counter: 10; TPT1 inh: -4; proCasp3 act: 2; CTSL1 counter: 6; PP1 counter: 2; PAFAH2 inh: 7; core dimer inh: -1; PP5 primary: -0.3; AHR act: -3

How did CCn1c(SCC(=O)N/N=C/C=C/c2ccco2)nnc1-c1ccccc1 do in these assays?
procasp7 counter: -2; TPT1 inh: -3; proCasp3 act: -2; CTSL1 counter: 0; PP1 counter: 3; PAFAH2 inh: -2; core dimer inh: -3; PP5 primary: -1.3; AHR act: -1

How did CSCC[C@H](NC(=O)Nc1cccc(C(F)(F)F)c1)C(=O)O do in these assays?
procasp7 counter: 5; TPT1 inh: 0; proCasp3 act: 3; CTSL1 counter: -1; PP1 counter: -3; PAFAH2 inh: 10; core dimer inh: -5; PP5 primary: 0.4; AHR act: -2

Results for COc1cc(C(=O)OCCN2CCCCC2)ccc1O ?
procasp7 counter: -3; TPT1 inh: 0; proCasp3 act: -2; CTSL1 counter: -5; PP1 counter: 4; PAFAH2 inh: 1; core dimer inh: -1; PP5 primary: 3.2; AHR act: -4

Rows were taken by chance (roughly 5.6% active in at least one column).
